# TNAP activation fold = human TNAP enzyme activators, primary screen, biochemical, luminescent, no phosphate acceptor, uHTS (AID 1001). Alkaline phosphatase, tissue-nonspecific isozyme (Homo sapiens). purified TNAP, luminescent activation assay, no phosphate acceptor; higher activation fold means a stronger effect. activation fold at 20 µM, or EC50 in µM where a hit was titrated. 200,000 compounds, 0.03% hits; in the data active = activation fold from about 3, or a potency from the dose series; inactive = the rest, 99 in 100 with activation fold below about 1.6; also: many of its hits are not listed in these tables
# West Nile virus CPE = West Nile virus antiviral activity, cell-based, CPE readout (AID 1621). 290,000 compounds, 0.02% hits. one-dose CPE inhibition, % at 10 µM; IC50 in µM for titrated hits. West Nile virus-infected cells, CPE inhibition; higher % means a stronger effect; in the data active = a potency from the dose series; inconclusive = CPE inhibition mostly from about 3.7% at the one dose, without a potency; inactive = the rest, 99 in 100 with CPE inhibition below about 2.2%; also: strong numbers were not always called active
# K1F lysis inhibition = inhibition of K1F phage lysis, E. coli UTI89, bacterial capsule biogenesis inhibitors, alamar blue (AID 488966); E. coli UTI89 K1F phage lysis, alamar blue, 2 h; higher % means a stronger effect; 340,000 compounds, 0.02% hits; inhibition, % at 100 µM; hits with a dose series show IC50 in µM;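 active = phage lysis inhibition, versus mean bacterial control, above a set limit; inconclusive = no clear call, values can overlap the other calls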;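 also: capsule biogenesis inhibitors block K1F phage lysis so surviving cells raise fluorescence; higher fluorescence means more inhibition of phage lysis; actives were called in the ten point dose series up to 300 µM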
# T cell HTS = modulators of CD8 T cell-vesicle binding, primary screen, mouse 2C CD8+ T cells, flow cytometry; AID 2052, 2009; 2C CD8+ T cell-vesicle binding; stronger effect = lower value; 330,000 compounds, 0.068% hits; calls only at 7 µM;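 active = response, share of CD8 T cells binding vesicles, and their 90th percentile fluorescence all below set limits, cut at about 80% in these data, passing the limit was not always enough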
#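 incubation = binding step 1.5 h, 37 °C, antibody labelling 20 min, ice | test system = 2C mouse CD8+ T cells | read-out basis = percent CD8+ FL2 mean versus row control | controls = Peptide-free naked vesicles (low) and QL9 vesicles with 0.7% DMSO vehicle (high) | detection = flow cytometry of vesicle-bound cells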
# RSV antiviral HEp-2 = RSV antiviral activity via CPE protection, HEp-2 cells, primary 10 µM value included (AID 2391); HEp-2 cells, RSV-induced CPE inhibition; higher % means a stronger effect; one-dose CPE inhibition, % at 10 µM; IC50 in µM for titrated hits; 310,000 compounds, 0.13% hits; in the data active = a potency from the dose series; inconclusive = CPE inhibition mostly from about 23% at the one dose, without a potency; inactive = the rest, 99 in 100 with CPE inhibition below about 21%; also: strong numbers were not always called active
# P. falciparum M17LAP = P. falciparum M17LAP inhibitors, primary screen, biochemical, fluorogenic H-Leu-NHMec substrate, 1536-well (AID 1619). Leucine aminopeptidase (Plasmodium falciparum (isolate 3D7)). 220,000 compounds, 0.38% hits. recombinant M17LAP, H-Leu-NHMec fluorogenic kinetic assay; higher % means a stronger effect. inhibition, % at 30 µM, or IC50 in µM where a hit was titrated;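 active = compound inhibiting the enzyme by more than half at any dose during confirmatory dose-response retesting; inconclusive = strong single-dose inhibitors picked by rank but not retested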;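 also: plate controls were full reaction with DMSO carrier for no effect and no enzyme background for full effect; strong numbers were not always called active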
# PMI inhibitors = inhibitors of human PMI, primary screen, biochemical, fluorescence intensity, coupled assay (AID 1209). Mannose-6-phosphate isomerase (Homo sapiens). inhibition, % at 20 µM, or IC50 in µM where a hit was titrated. purified PMI enzyme, coupled fluorescence intensity; higher % means a stronger effect. 190,000 compounds, 0.42% hits;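 also: plate controls were DMSO vehicle for no effect and wells lacking substrate for full effect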
# P. falciparum M1AAP = P. falciparum M1AAP inhibitors, biochemical, fluorogenic H-Leu-NHMec substrate, 1536-well (AID 1445). 220,000 compounds, 0.42% hits. recombinant M1AAP, H-Leu-NHMec fluorogenic kinetic assay; higher % means a stronger effect. Aminopeptidase N (Plasmodium falciparum (isolate 3D7)). inhibition, % at 30 µM; hits with a dose series show IC50 in µM;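 active = primary inhibition above the hit cutoff, then over 50% inhibition at one or more dose response concentrations, cut at about 23% in these data, passing the limit was not always enough; inconclusive = conflicting primary data, or primary hits not chosen for dose response; inactive = low primary inhibition, or under 50% at every dose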;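 also: plate controls were DMSO full reaction for no effect and no enzyme background for full effect; strong numbers were not always called active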
# PMI inhibition = human PMI inhibitors, high substrate, primary screen, biochemical, fluorescence intensity, high mannose 6-phosphate (AID 1220) | 190,000 compounds, 0.66% hits | recombinant PMI enzyme, coupled fluorescence intensity; higher % means a stronger effect | inhibition, % at 20 µM, or IC50 in µM where a hit was titrated | Mannose-6-phosphate isomerase (Homo sapiens)
# T cell HTS vesicle-bound % = further read-out of T cell HTS, marked with its call; double positive events, %; measured here: CD8+ vesicle-bound cell fraction;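 binding gate set so that unloaded-vesicle control wells show 10% double positive cells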
# Numbers without * were called inactive; i = inactive; ? = inconclusive; / = not tested or not shown; [ ] = dose if it differs, or a comment. Rule as the data show it, unless noted: active = inhibition above about 50%; inactive = the rest.
SMILES,TNAP activation fold,West Nile virus CPE,K1F lysis inhibition,T cell HTS,T cell HTS vesicle-bound %,RSV antiviral HEp-2,P. falciparum M17LAP,PMI inhibitors,P. falciparum M1AAP,PMI inhibition
Nc1cc(=O)[nH]c(=O)n1-c1cccc(F)c1,1.1,0.3%,0.0%,i,53.5,0.7%,1.9%,0.7%,5.6%,-1.3%
Cc1nn(-c2ccccc2)c(Cl)c1/C=N/NC(=O)CNc1n[nH]c(=O)[nH]c1=O,1.1,0.7%,/,i,40.8,1.5%,-1.9%,-8.5%,0.8%,-1.0%
COc1ccc(CNCC2COc3ccccc3O2)cc1 (stereo not drawn),/,0.2%,-0.1%,i,49.4,-1.6%,/,/,/,/
COc1cc(NS(=O)(=O)c2c(C(=O)N3CCOCC3)c(C)n(C)c2C)cc(OC)c1OC,/,0.7%,0.4%,i,11.5,-0.1%,/,/,/,/
COC(=O)c1ccc2c(=O)n(Cc3ccc(C(=O)NC4CCCC4)cc3)c(=S)[nH]c2c1,1.1,-0.3%,-0.8%[50 µM],i,60.0,1.2%,-33.2%,-2.1%,-1.6%,-7.8%
COc1ccc(/C=C/C(=O)NCC(=O)N/N=C(/C)c2ccco2)cc1,/,0.2%,1.5%,i,5.3,2.2%,/,/,/,/
O=C(CSc1nnc(NC(=O)c2ccccc2)s1)NCC1CCCO1 (stereo not drawn),/,-0.6%,-0.3%,i,32.0,0.6%,/,/,/,/
NS(=O)(=O)c1ccc(N/C=C\C(=O)c2ccc(F)cc2)cc1,1.1,-0.1%,0.2%,i,36.1,0.5%,6.3%,-8.3%,5.6%,-2.9%
COCCCN1C2=C(C(=O)CC(C)(C)C2)C(c2ccc(O)c(OC)c2)C2=C1CC(C)(C)CC2=O,/,-1.5%,-0.7%,i,18.3,1.8%,/,/,/,/
COc1cc(C2c3c(oc4cc(C)c(C)cc4c3=O)C(=O)N2c2cc(C)ccn2)ccc1O (stereo not drawn),1.1,22.3%,-0.2%,i,45.4,2.5%,2.4%,24.2%,0.8%,20.0%
O=C(COC(=O)c1ccc(S(=O)(=O)NCc2ccco2)cc1)c1ccccc1,1,-0.1%,1.3%[50 µM],i,51.7,2.0%,-0.6%,13.5%,2.2%,9.1%
CCOC(=O)c1c(C)[nH]c(C)c1S(=O)(=O)N(C)CC(=O)Nc1cccc(C)n1,/,0.1%,0.3%,i,37.0,0.1%,/,/,/,/
COc1ccc(CN(CCCN2CCOCC2)C(=O)Nc2ccccc2)cc1OC,1,-0.3%,-0.7%,i,33.3,-0.5%,5.9%,4.7%,11.8%,-2.2%
CCOc1cc(/C=C2\N=C(C)OC2=O)cc(Br)c1OCCc1ccccc1,1.1,-0.1%,4.4%,i,22.7,-1.6%,13.0%,2.1%,2.6%,-4.2%
O=C(CCCc1nc(-c2ccc(Cl)cc2)no1)N1CCOCC1,1.1,-1.4%,0.1%,i,47.5,0.2%,-2.7%,-11.1%,-3.2%,-8.8%
COc1cc(/C=C/C(=O)O)cc(OC)c1O,/,0.5%,4.3%,i,38.7,1.7%,/,/,/,/
O=C(CC1C(=O)NCCN1C(=O)Nc1ccc(Cl)cc1)Nc1ccc(F)cc1 (stereo not drawn),1.1,-1.1%,-0.4%[50 µM],i,35.5,-0.7%,20.4%,2.3%,2.4%,1.0%
COC(=O)c1cc(OC)c(OC)c(OC)c1NC(=O)c1ccc(S(=O)(=O)N(C)C)cc1,1.1,1.0%,4.6%,i,16.0,0.8%,5.2%,3.8%,5.5%,1.1%
COc1ccc(S(=O)(=O)N(CC(=O)NCC2CCCO2)C2CCCCC2)cc1OC (stereo not drawn),/,0.1%,-0.3%,i,24.9,0.4%,/,/,/,/
N=C1C(c2nc3ccccc3s2)=C(O)CN1C1CCC(O)CC1 (stereo not drawn),/,-0.1%,/,i,12.9,1.2%,3.2%,/,3.6%,/
CCn1c(SCC(=O)N2CCOCC2)nc2c(c1=O)SC(C)C2 (stereo not drawn),1,0.1%,0.9%,i,26.6,0.5%,8.5%,-3.5%,5.4%,-11.4%
CCCCn1c(SCC(=O)NC2CCCC2)nnc1-c1ccco1,/,-0.3%,0.2%,i,11.5,0.3%,/,/,/,/
CN(C)CCN(C(=O)c1ccc(S(=O)(=O)N(C)c2ccccc2)cc1)c1nc2cc3c(cc2s1)OCO3,/,1.4%,-0.1%,i,30.1,0.8%,/,/,/,/
C=CCOc1ccc(C2C(C(=O)c3ccco3)=C(O)C(=O)N2CCCN(CC)CC)cc1 (stereo not drawn),1,0.4%,0.4%,i,45.1,0.9%,27.6%,-10.1%,0.8%,5.2%
O=C(NCCCN1CCOCC1)c1ccco1,1.2,0.6%,-0.5%,i,10.1,0.0%,13.6%,0.5%,13.4%,1.0%
COc1cc(-c2n[nH]c(=S)n2-c2ccccc2C(F)(F)F)cc(OC)c1OC,/,-0.4%,8.2%,i,31.2,1.6%,0.8%,/,7.0%,/
NCCCCc1cn(CC(=O)N2CCNCC2)nn1,1.1,-0.5%,-1.0%,i,58.0,0.6%,-0.9%,0.3%,-2.1%,-5.4%
Cc1cccc(C(=O)N[C@H](C(=O)Nc2ncc(C)s2)C(C)C)c1,1,0.5%,-0.7%,i,21.2,-1.9%,-10.8%,14.4%,3.6%,13.0%
N#Cc1ccccc1NC(=O)COC(=O)/C=C/c1cn(-c2ccccc2)nc1-c1ccc(Cl)cc1,1.1,-0.4%,0.2%,/,/,/,-5.2%,3.6%,2.5%,9.6%
Cc1ccc(N(C)C(=O)CCS(=O)(=O)c2cc3c(cc2Cl)NC(=O)CO3)cc1,/,-0.4%,2.1%,i,35.1,2.3%,/,/,/,/
CCOC(=O)Cc1csc(NC(=O)C(C)(C)CC)n1,1,0.0%,0.2%,i,26.5,0.6%,-0.1%,-7.2%,3.6%,-7.9%
Cc1cc(NC(=O)CSCCc2ccncc2)no1,1.1,/,1.6%,i,48.5,1.1%,-11.6%,12.7%,1.3%,6.2%
Cc1c(C)c(C)c(S(=O)(=O)N2CCNCC2)c(C)c1C,1,-0.3%,1.5%,i,30.0,-2.4%,-0.4%,-26.0%,9.8%,-11.8%
CC(=O)Nc1ccc(NC(=O)c2ccc(C3SCC(=O)N3CCc3ccccc3)cc2)cc1 (stereo not drawn),1.1,-0.6%,-0.1%[50 µM],i,49.5,?,-0.9%,2.0%,4.7%,13.8%
O=c1[nH]c2ccccc2n1Cc1ccccc1,0.9,0.1%,0.3%,i,38.1,4.8%,3.2%,-1.4%,0.2%,3.0%
CCC(=O)N(CC(=O)Nc1sc(C)c(C)c1C(N)=O)Cc1ccc(F)cc1,/,-0.4%,0.4%[50 µM],i,36.1,-1.6%,3.5%,/,-1.2%,/
CCOc1ccc(Br)cc1S(=O)(=O)Nc1ccc(C(=O)OC(C)C(=O)N(C)c2ccccc2)cc1 (stereo not drawn),1.1,1.1%,2.6%,i,33.9,15.2%,-0.8%,24.4%,-1.7%,25.7%
COc1ccc(NC(=S)N2CCC(NC(=O)c3cccc(F)c3)CC2)cc1,/,-0.7%,-0.1%,i,55.8,0.5%,/,/,/,/
Cc1ccc(S(=O)(=O)N2CN(CC3CCCO3)c3nc4ccccc4nc32)cc1 (stereo not drawn),/,0.0%,0.3%,i,11.0,-0.8%,/,/,/,/
O=C(NCc1ccco1)C(=O)NCC1OCCN1S(=O)(=O)c1ccc(F)cc1 (stereo not drawn),1.1,0.5%,1.1%,i,46.5,2.4%,5.2%,3.1%,3.9%,3.1%
O=C(/C=C/c1ccccc1)OCN1C(=O)c2ccccc2C1=O,/,-0.3%,0.1%,i,46.1,2.2%,/,/,/,/
COc1cc(NC(=O)Nc2cccc(Cl)c2)c(OC)cc1NC(=O)CN1CCCCC1,1,0.0%,0.4%,i,39.9,-4.7%,-5.9%,29.8%,-1.9%,22.3%
N#Cc1ccc(OC(=O)Cc2ccsc2)cc1,/,-0.3%,-0.3%,i,68.0,0.7%,/,/,/,/
COC(=O)c1sccc1NC(=S)N1CCCC(C)C1 (stereo not drawn),1.1,1.1%,0.6%,i,21.0,0.6%,1.6%,-1.0%,7.9%,-2.3%
Cc1cc(C)n2nc(C(=O)OCC(=O)c3cc(C)n(C)c3C)nc2n1,1.1,0.2%,-1.0%,i,42.4,0.6%,4.2%,-21.6%,5.9%,-2.2%
COC(=O)c1cccnc1Oc1ccccc1,/,-0.5%,0.1%,i,12.4,0.5%,2.3%,/,-0.1%,/
Cc1cccc(C)c1NC(=O)Nc1cccs1,1.1,0.0%,0.8%,i,17.9,-1.0%,12.7%,-3.6%,4.2%,-11.6%
Cc1ccc(N2CC(C(=O)Nc3nnc(SCC(N)=O)s3)CC2=O)cc1C (stereo not drawn),/,0.2%,1.1%[50 µM],i,65.9,0.2%,/,/,/,/
CC1CCCCN1C(=O)CSc1nc2ncccc2[nH]1 (stereo not drawn),/,0.3%,0.7%,i,31.4,2.5%,/,/,/,/
COc1cccc(CC(=O)Nc2ccc(-c3csc(C)n3)cc2)c1,/,-0.3%,3.7%,i,37.0,4.1%,2.6%,/,3.0%,/
Cc1cccc(C)c1OCC(O)Cn1ccnc1C (stereo not drawn),1.2,0.6%,-1.4%,i,28.5,0.4%,6.1%,-1.5%,-2.7%,2.8%
Cc1cc(S(=O)(=O)Nc2ccc(C(=O)NCC(c3ccccc3)N(C)C)cc2)ccc1F (stereo not drawn),/,0.3%,1.1%[50 µM],i,9.3,0.4%,/,/,/,/
O=C(O)CN=C(NS(=O)(=O)c1ccc(Cl)cc1)c1ccc(F)cc1,1.1,0.0%,1.0%,i,29.1,0.9%,-6.4%,-5.3%,3.6%,-6.3%
Cc1ccc(C(=O)Nc2c(C)cc(-c3ccc(Cl)cc3)oc2=O)cc1,1,-0.1%,0.2%,i,26.6,1.9%,2.9%,-16.1%,-6.1%,-13.8%

# Source: PubChem BioAssay
